Assay outcomes: PubChem BioAssay, several laboratories
hcDAF-12 act: activates DAF-12 receptor from parasite H. contortus | HEK293 hcDAF-12 lit1-tk-luc reporter, luminescence; 0% DMSO, 100% Δ7-dafachronic acid | activation, % at 6.8 µM | 370,000 compounds, 1.4% hits | AID 652067;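 active means activation above the mean of all tested compounds plus 3 SD, cut at about 5.5% in these data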;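 further: 100% = response to 3 µM Δ7-dafachronic acid high control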
ssDAF-12 act: S. stercoralis DAF-12 activation, primary screen | HEK293 ssDAF-12/GRIP1 lit1-tk-luc reporter, luminescence; % of 3 µM dafachronic acid response | activation, % at 6.8 µM | 370,000 compounds, 1% hits | AID 652126;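 active means activation above the mean over all tested compounds plus 3 SD, cut at about 0.9% in these data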;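 further: 0% = DMSO-only wells and 100% = 3 µM delta7-dafachronic acid wells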
NPR1 activator: GC-A (human) enzyme activation; HEK293 GC-A cells, cGMP TR-FRET, EC30 ANP; 0% at EC30 ANP, 100% saturating ANP; P16066; activation, % at 10 µM; 370,000 compounds, 0.14% hits; in the data active means activation above about 40%
Target sequence (P16066 whole entry, looked up): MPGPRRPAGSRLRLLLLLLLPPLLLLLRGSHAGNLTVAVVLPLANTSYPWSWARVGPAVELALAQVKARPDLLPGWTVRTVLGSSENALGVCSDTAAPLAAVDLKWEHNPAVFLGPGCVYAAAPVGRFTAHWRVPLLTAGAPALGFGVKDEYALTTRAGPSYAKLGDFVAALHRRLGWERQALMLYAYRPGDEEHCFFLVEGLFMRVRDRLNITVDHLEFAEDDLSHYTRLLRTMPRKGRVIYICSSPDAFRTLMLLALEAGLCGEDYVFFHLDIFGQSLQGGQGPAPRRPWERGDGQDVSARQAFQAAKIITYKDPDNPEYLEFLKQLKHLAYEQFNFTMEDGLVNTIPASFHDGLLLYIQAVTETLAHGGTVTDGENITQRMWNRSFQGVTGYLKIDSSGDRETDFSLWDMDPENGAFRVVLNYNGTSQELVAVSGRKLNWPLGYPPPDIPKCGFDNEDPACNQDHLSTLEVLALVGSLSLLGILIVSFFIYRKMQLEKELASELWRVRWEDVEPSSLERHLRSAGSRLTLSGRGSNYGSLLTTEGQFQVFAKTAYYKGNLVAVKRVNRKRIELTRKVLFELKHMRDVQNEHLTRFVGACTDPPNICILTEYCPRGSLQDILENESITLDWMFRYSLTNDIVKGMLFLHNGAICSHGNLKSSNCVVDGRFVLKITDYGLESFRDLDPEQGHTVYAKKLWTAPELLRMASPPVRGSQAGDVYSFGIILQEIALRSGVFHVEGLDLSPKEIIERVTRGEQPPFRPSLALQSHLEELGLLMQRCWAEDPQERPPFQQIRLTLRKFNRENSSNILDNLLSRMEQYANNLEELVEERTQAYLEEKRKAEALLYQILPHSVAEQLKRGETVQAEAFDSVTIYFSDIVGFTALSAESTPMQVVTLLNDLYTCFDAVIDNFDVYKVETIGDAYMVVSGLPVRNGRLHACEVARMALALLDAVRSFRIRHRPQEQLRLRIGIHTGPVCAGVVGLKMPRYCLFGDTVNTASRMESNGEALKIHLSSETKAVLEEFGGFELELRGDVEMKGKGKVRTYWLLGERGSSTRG
DAX1 inh-1: inhibitors of human orphan nuclear receptor DAX1 (NR0B1); P51843; HEK293 Gal4-DAX1 luciferase reporter, luminescence; inhibition, % at 6.75 µM; 340,000 compounds, 0.99% hits; AID 504766;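 active means inhibition above the mean over all tested compounds plus 3 SD, cut at about 4.2% in these data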;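 further: 0% = DAX1-transfected cells with DMSO and 100% = empty-vector control cells with DMSO; inhibition shows as a rise in luminescence from relieved DAX1 repression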
DAX1 inh-2: DAX1 (NR0B1) inhibition, primary screen | HEK293T StAR-luciferase reporter, SF-1/DAX-1 repression relief | inhibition, % at 6.8 µM | 370,000 compounds, 1.1% hits | AID 652010;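 active means inhibition above the mean over all tested compounds plus 3 SD, cut at about 3.6% in these data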;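 further: 0% = DAX-1 cells with DMSO and 100% = cells lacking DAX-1 with DMSO; higher inhibition means more luminescence from relief of DAX-1 repression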
ADAM10 inh: ADAM10 inhibition, QFRET primary screen | O14672 | recombinant ADAM10, EDANS/DABCYL FRET peptide cleavage, 3 h | inhibition, % at 7 µM | 370,000 compounds, 0.62% hits;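 active means inhibition above a per-campaign cutoff equal to the mean of compounds falling between control-based bounds plus 3 SD, cut at about 20% in these data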;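 further: 0% = DMSO wells while the 100% control is not disclosed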
ADAM17 inh: inhibits human ADAM17 | P78536 | AID 720648 | recombinant ADAM17, EDANS/DABCYL FRET peptide cleavage | inhibition, % at 6.95 µM | 370,000 compounds, 0.83% hits;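 active means inhibition above the mean of compounds lying between control limits plus 3 SD, set per campaign, cut at about 8.5% in these data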;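 further: 0% = DMSO-only wells as the low control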
hgDAF-12 ag: activates the H. glycines DAF-12 receptor ligand-binding domain; 370,000 compounds, 1.8% hits; AID 687014; activation, % at 6.8 µM; HEK293 GAL4-hgDAF12 UAS-luciferase reporter, agonist luminescence; normalized to butyrate control;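 active means activation above a cutoff set at the mean of all screened compounds plus 3 SD, cut at about 10% in these data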;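 further: 0% = DMSO wells and 100% = sodium butyrate wells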
PG9 Ab binder: PG9 antibody binding by small molecule. TR-FRET gp120-PG9 antibody binding. 360,000 compounds, 0.43% hits. AID 624416. inhibition, % at 6.7 µM; in the data active means inhibition above about 8.5%
FXN GAA850 act: increases GAA850 frataxin promoter reporter activity | HEK293 lucGAA850 FXN promoter luciferase reporter, 24 h; percent of 10 µM SAHA response | activation, % at 6 µM | 360,000 compounds, 0.56% hits | AID 540364;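 active means activation above the average of all compounds screened plus 3 SD, cutoff fixed separately per campaign, cut at about 7.5% in these data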;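 further: 0% = DMSO wells and 100% = 10 µM SAHA wells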
SMARCA2 activ: activators of SMARCA2 function | MG213 cells, MMTV-luciferase reporter, dexamethasone, overnight | activation, % at 9.1 µM | 370,000 compounds, 1% hits | AID 652017; in the data active means activation above about 7.8%;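 further: 0% = vehicle wells and 100% = reference activator wells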
* hit, by the source's call; · = no result given. Only part of the results is shown, so the mix of outcomes need not match the whole.

SMILES	hcDAF-12 act	ssDAF-12 act	NPR1 activator	DAX1 inh-1	DAX1 inh-2	ADAM10 inh	ADAM17 inh	hgDAF-12 ag	PG9 Ab binder	FXN GAA850 act	SMARCA2 activ
Cc1ccc(OP2(=O)Nc3cc(C)c(C)cc3S2)cc1 (configuration not stated)	5.7*	0.9	4	1.7	1.1	0	2	4.3	-1.0	-5.5	3
COC(=O)C1=C(c2ccc(F)cc2OCc2ccccc2)C[C@@H]2CC[C@H]1N2C	3.4	-0.7	-12	1.4	0.8	-1	-4	1.4	0.9	-2.8	1
CC(=NCCC1=CCCCC1)c1c(O)[nH]c(=O)[nH]c1=O	-1.7	-0.9	1	1.1	-0.2	5	-2	-2.7	-0.8	3.5	3
CCC(C)N1C(=O)NC(=O)C2(Cc3cc(C)ccc3N(C)C2)C1=O (configuration not stated)	1.9	-0.8	0	-0.4	-0.5	-8	-8	2.2	0.0	-1.6	1
COc1ccc(CN2CCN(Cc3ccccc3F)CC2)cc1	-1.6	-1.0	-3	0.2	-0.8	-1	4	1.3	-2.6	1.5	3
Cc1ccc(C2CC3CCC(C2)N3Cc2ccccc2F)cc1 (configuration not stated)	0.4	-1.7	-4	1.5	-0.2	5	-2	1.5	-1.0	0.9	0
Cn1c(O)c(C(c2ccccn2)c2c(O)n(C)c(=S)n(C)c2=O)c(=O)n(C)c1=S	2.2	0.0	1	1.3	0.1	8	9	1.5	0.3	-0.2	-1
S=C(NCCc1ccccc1)N1Cc2ccccc2-n2nncc2C1	-2.2	-0.5	-1	-0.4	0.5	-6	1	1.1	-1.0	-0.8	-7
CCn1c(P(C)(=O)O)nc2ccccc21	-1.4	-1.8	-1	-0.3	-0.8	-5	-1	-2.0	0.3	1.8	-3
CCOC(=O)C1(c2ccccc2)CCN(CCc2ccc(NC(=O)CCC(=O)O)cc2)CC1	-0.3	-0.8	2	1.1	-0.7	-4	-3	1.4	-0.7	-1.1	0
CCOc1ccccc1NC(=O)N1CCC2(CC1)OCCO2	0.2	-1.2	2	-0.3	0.2	-2	-3	-1.5	1.2	-1.0	2
O=C(c1ccc2c(c1)OCO2)C1CCCN(Cc2c(F)cccc2Cl)C1 (configuration not stated)	-1.4	-1.3	-4	1.1	-1.1	1	1	0.2	-1.4	-1.2	1
Cc1ccccc1-[n+]1c(-c2ccccc2)cc(-c2ccccc2)cc1-c1ccccc1	-5.2	-2.7	-6	-2.9	-2.8	-69	-22	-13	-2.4	-7.8	-9
O=C(N/N=C/c1c(O)n(Cc2ccccc2)c(=O)[nH]c1=O)c1ccccc1O	0.8	-1.2	0	0.4	-0.2	-27	-10	1.5	-3.4	1.6	4
O=C(NCC1=C(c2ccc3ccccc3c2)C[C@@H]2CC[C@H]1N2Cc1ccco1)c1ccc([N+](=O)[O-])cc1	-3.3	-1.5	-2	-1.5	-0.5	-7	0	-2.1	-0.7	-6.2	-2
Fc1c(F)c(F)c(N2CCNCC2)c(F)c1F	0.7	-0.5	1	-0.1	0.1	-3	-4	1.5	1.3	-1.4	0
NCCc1ccc(S(=O)(=O)F)cc1	1.6	-0.6	-1	-0.5	-0.8	2	2	0.9	0.6	3.4	-3
CCCC1(CCC)C(=O)NC(=Nc2ccc(C)cc2)NC1=O	-1.0	-1.4	-1	·	-0.2	-1	-3	1.4	-0.3	·	-3
CCOC(=O)C1(CCc2ccccc2)CCN(C(C)CSC)CC1 (configuration not stated)	-0.3	-0.5	-3	3.9	-0.5	14	0	1.1	-2.3	0.6	-1
COC(=O)C1=C(c2ccc(S(C)(=O)=O)cc2)C[C@@H]2CC[C@H]1N2C(=O)N1CCC(O)CC1	-0.6	-1.0	-2	0.8	-0.4	1	-1	0.8	-0.7	2.4	1
O=C1NC(=S)NC(=O)C1=Cc1c(Cl)cccc1Cl	-1.1	-1.1	17	-0.4	0.2	-2	1	2.3	-1.4	-0.4	3
Clc1ccccc1NC1=NCCCS1	0.2	-0.9	1	-0.2	0.3	0	0	0.7	-1.8	0.4	0
C[C@H](N)CN1CCc2ccc(Br)cc21	1.3	-1.2	-7	2.1	-0.9	-9	-2	0.9	-1.1	0.7	-6
COC(=O)C1=C(c2ccc(OC)c(OC)c2)C[C@@H]2CC[C@H]1N2C(=O)NC(C)C	0.0	-1.0	0	-0.2	0.6	-13	-6	0.8	-0.8	0.5	2
CCC(C)N1C(=O)/C(=C\c2cc3c4c(c2)CCCN4CCC3)C(=O)NC1=S (configuration not stated)	0.4	-1.1	8	0.0	-0.4	-16	-4	1.8	0.0	-1.6	-2
c1cncc(CNCCN2CCNCC2)c1	1.7	-1.0	1	-2.3	-0.5	-8	-3	-1.2	0.1	0.8	-5
Cc1cc(C(=O)C[N+]23CCN(CC2)CC3)c(C)n1-c1ccc(Br)cc1	-0.4	-0.7	-2	0.1	0.1	-5	-2	-1.2	0.5	0.5	-1
Cc1cccc(-n2c(O)c(/C=N/NC(=O)c3ccncc3)c(=O)[nH]c2=O)c1	-0.5	-0.3	2	·	0.2	-20	-9	1.1	-2.2	2.8	2
Cc1ccc2nc(-c3ccncc3)cc(C(=O)N3CCC4(CC3)OCCO4)c2c1	-0.7	-0.6	1	-1.2	-1.0	-3	-6	-2.2	-0.3	0.0	-1
CCN(CC)c1ccc(CN2CC=C(c3ccc(F)cc3)CC2)cc1	-1.9	-1.2	3	-0.1	-0.6	11	1	0.6	1.5	-0.7	0
O=[N+]([O-])c1ccc(C(c2ccc([N+](=O)[O-])cc2)c2ccc([N+](=O)[O-])cc2)cc1	1.5	-1.1	-11	0.1	-3.6	14	4	1.7	0.8	-0.5	-1
O=C(O)c1cc(S(=O)(=O)N2CC3CC(C2)c2cccc(=O)n2C3)ccc1F (configuration not stated)	-1.1	-2.1	2	·	0.5	-5	-3	2.1	-2.8	·	2
CC(C)(C)c1ccc(OC(=O)N2CCCCC2)cc1	1.0	-0.7	4	0.7	1.6	1	-1	14*	-0.9	8.6*	7
C#C[C@]1(O)[C@H](O)CC2C3CC[C@H]4C[C@@H](O)CC[C@]4(C)C3CC[C@@]21C (some centres not stated)	0.7	-1.4	3	·	-0.1	-9	-5	-1.0	0.3	0.6	-3
COc1ccc(-n2c(O)c(C=NCCCn3ccnc3)c(=O)[nH]c2=O)cc1	-1.3	-0.5	1	0.6	0.8	2	-1	2.9	-1.1	-3.5	0
CN1CCN(c2ccc(C(N)=O)cc2N)CC1	0.6	0.0	-3	0.5	-0.2	-100	-36	6.2	0.2	0.3	-6
COC(=O)C1=C(c2ccc(OC(F)(F)F)cc2)C[C@@H]2CC[C@H]1N2C(=O)NCCCOC(C)C	-2.8	-1.5	-1	-1.3	-0.2	2	-2	0.1	-2.7	-3.4	-2
CCOC(=O)N(c1ccccc1)P1(=S)OCCO1	-1.4	-0.6	7	1.1	-0.1	-9	-4	-2.4	0.0	1.4	0
COC(=O)C1=C(c2ccc(OC(F)(F)F)cc2)C[C@@H]2CC[C@H]1N2C(=O)NC(C)C	-3.2	-1.4	1	-1.2	-0.5	-9	-2	-1.5	-1.3	-0.3	-1
NC(Cc1ccccc1)c1nn[nH]n1 (configuration not stated)	0.7	-0.8	-1	1.6	-0.2	-10	-3	1.7	-2.0	-0.6	0
CC(=NC(C)c1ccccc1)c1c(O)[nH]c(=O)[nH]c1=O (configuration not stated)	-1.5	-1.6	0	1.1	1.1	2	-1	-0.5	-0.2	7.0	2
CCOc1cc(C=O)ccc1O	0.0	-0.8	5	-0.6	-2.6	-19	0	-0.3	-1.4	-1.3	0
COP(=O)(OC)C(Nc1ccccn1)c1ccccc1 (configuration not stated)	-1.7	-0.8	2	-0.4	0.6	0	-5	2.8	0.1	1.1	-1
CC(NC(=O)Cc1cccc2ccccc12)C(=O)N1CCC(=O)CC1 (configuration not stated)	0.1	-1.6	3	0.4	-0.5	-10	-6	-1.4	1.0	1.8	0
O=C1NC(=S)NC(=O)C1C1CCCCC1	-0.1	0.2	0	2.0	0.5	5	-3	0.3	-0.7	0.7	-1
CCOC(=O)C1SC2(C(F)(F)F)CC1(O)c1c(C)cc(C)nc1O2 (configuration not stated)	-1.4	-1.5	0	-0.5	0.1	-5	3	0.1	-3.5	-2.5	7
CC(C)C1C(C#N)=C(N)Oc2c1c(=O)oc1ccccc21 (configuration not stated)	0.2	-1.0	0	0.4	4.0*	-20	-6	-2.3	-0.4	1.5	-5
C=COCCn1c(C)c(C(C)=O)c2cc(O)ccc21	-1.3	-1.2	25	0.5	0.1	0	-2	-4.4	-1.5	-0.4	-4
CC(C)CNC(=O)/C=C/C=C/CCCCCC/C=C/c1ccc2c(c1)OCO2	-0.7	-1.2	-2	1.2	-0.3	-1	1	1.7	-0.4	-0.1	1
S=P1(Oc2ccccc2)Nc2ccccc2N1	3.4	0.5	-1	1.8	1.9	-2	-1	12*	-1.5	1.0	12*
Cc1ccc(NP(=O)(Oc2ccccc2)Oc2ccccc2)cc1	-0.3	-1.2	4	-0.8	-0.2	1	-1	-1.8	-0.4	-1.6	-4
CN=C1CN=C(c2ccc[nH]2)c2cc(Cl)ccc2N1	-1.2	-1.1	20	·	·	-5	-6	-1.3	·	·	·
NC1(C(=O)O)CCCc2ccc(N(CCCl)CCCl)cc21 (configuration not stated)	1.0	-1.0	-11	-0.9	0.4	-14	-5	-0.2	1.4	-0.8	-2
CCCOP(=O)(O)c1c([N+](=O)[O-])cc(C(F)(F)F)cc1[N+](=O)[O-] (tested in a mixture with another compound)	-2.5	-0.5	3	0.1	0.1	1	-1	0.5	0.3	1.2	1
O=C(c1ccc(Cl)cc1)N1CCC2(CC1)OCCO2	-1.2	-1.4	8	-0.5	-0.1	6	-5	-0.2	-0.6	0.3	-2
OCC1(CO)COC(c2cccnc2)N1 (configuration not stated)	-1.0	-0.9	-2	-1.7	-0.3	2	-6	3.4	0.1	-0.4	-2
CNC(=O)NC(O)C(Cl)(Cl)Cl (configuration not stated)	-1.0	-1.3	3	-0.1	1.2	-2	-2	6.4	0.1	1.0	0
COc1cc(C)c(CN2CC=C(c3ccc(F)cc3)CC2)cc1C	1.1	-0.7	-4	0.2	-0.1	-1	-1	-0.7	-3.9	0.4	-2
CC(C)c1ccc(O)c(CN2CCN(c3ccccc3)CC2)c1	-0.4	-0.6	3	-1.8	0.0	-13	-4	-1.1	1.6	2.6	-5
O=C(CN1CCCCC1)c1ccc(F)cc1	0.8	0.0	6	1.0	0.4	-1	-4	4.6	-2.0	0.0	3
Cc1ccc2c(c1)CC1(CN2C)C(=O)NC(=O)N(c2cc(C)ccc2C)C1=O (configuration not stated)	-0.3	-1.4	2	-0.9	-0.2	-10	-1	0.6	-0.2	0.8	-2
CC[N+]12CCC(CC1)C(C(O)(c1ccccc1)c1ccccc1)C2 (configuration not stated)	1.2	-1.9	-14	1.4	0.9	-1	-2	0.1	-2.7	1.1	0
COc1ccc(CC(C)NC2CCCCCC2)cc1 (configuration not stated)	2.1	-0.3	-4	-0.4	0.5	3	2	1.2	2.9	2.3	-1
